# PDI inh = blocks human protein disulfide isomerase activity; P07237; PDI insulin aggregation turbidity, A650, 90 min; inhibition, % at 10 µM; hit rate 0.052% among 350,000; AID 588391;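 active = mean inhibition across replicates of 30% or more, whatever share of single replicates reach that level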;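 note: absorbance from insulin aggregation driven by PDI reduction with DTT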
# Target sequence (P07237 whole entry, looked up): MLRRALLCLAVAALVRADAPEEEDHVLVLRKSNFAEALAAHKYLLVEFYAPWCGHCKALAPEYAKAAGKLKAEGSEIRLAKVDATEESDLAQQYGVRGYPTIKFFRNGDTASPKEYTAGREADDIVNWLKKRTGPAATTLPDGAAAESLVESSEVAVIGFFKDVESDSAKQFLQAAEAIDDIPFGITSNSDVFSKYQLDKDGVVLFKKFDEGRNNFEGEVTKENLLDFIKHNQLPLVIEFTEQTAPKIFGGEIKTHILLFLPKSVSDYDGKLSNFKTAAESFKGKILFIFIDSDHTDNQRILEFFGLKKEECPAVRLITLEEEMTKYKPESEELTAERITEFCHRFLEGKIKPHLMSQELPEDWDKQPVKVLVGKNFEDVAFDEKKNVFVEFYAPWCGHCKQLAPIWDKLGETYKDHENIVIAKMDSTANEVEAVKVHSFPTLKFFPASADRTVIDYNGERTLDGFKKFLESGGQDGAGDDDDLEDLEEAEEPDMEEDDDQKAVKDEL
# hiPSC survival = increases survival of single human iPS cells. hit rate 0.044% among 360,000. survival enhancement, % at 20 µM. hiPSC single-cell survival, ATPlite luminescence; 100% = ROCK inhibitor wells, 0% = DMSO; in the data active = survival enhancement above about 18%;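 note: cells exposed to compounds for 16 hours before the ATP read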
# Peg3 promoter = reduces Peg3 promoter-driven luciferase expression in HeLa; inhibition, % at 20 µM; hit rate 1.7% among 360,000; HeLa PEG-Prom luciferase reporter, luminescence, overnight;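 active = inhibition of at least 50% at 20 µM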
# HIF-2a block = inhibitors of HIF-2a; 786-0 RCC cells HIF-2a reporter, luciferase luminescence, overnight; inhibition, % at 18.8 µM; hit rate 0.72% among 360,000; AID 624352;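 active = inhibition of the luminescence signal of 40% or more relative to plate controls, in a single-dose primary screen at 18.75 µM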
# Exocytosis inh = lytic granule exocytosis inhibition; inhibition, % at 10 µM; hit rate 0.66% among 360,000; TALL-104 LAMP-1 surface exposure, flow cytometry; cells stimulated with thapsigargin and PMA;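 active = inhibition above about 55%, limit read from the data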
# CaV13 FRET inh = Disruptors of the CACNA1D IQ motif to Ca2+-dependent inactivation inhibitor domain association, primary screening, Förster resonance energy transfer in intact living …; AID 743397; hit rate 0.098% among 340,000; inhibition, % at 12.3 µM; HEK cells, CFP/YFP FRET ICDI-IQ, plate reader, 10 min; percent FRET-ratio fall versus neutral wells;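 active = mean replicate inhibition of at least 30% and at least 1% of replicates passing that level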;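 note: 0% = median of the neutral control wells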
# MITF TRPM1 inh = reduces MITF-dependent TRPM1 promoter luciferase signal. SK-MEL-5 TRPM1 promoter luciferase, 24 h. inhibition, % at 12.5 µM. hit rate 0.83% among 330,000. AID 488899;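 active = mean inhibition across replicates of 60% or more, whatever share of single replicates reaches that level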; note: values of inactives mirror those of a sister screen read the other way
# NR2E3 ag-1 = agonists of human nuclear receptor NR2E3 | Q9Y5X4 | GST-NR2E3/biotin-RetCOR TR-FRET, 1536-well | inhibition of corepressor binding, % at 4.78 µM | hit rate 0.12% among 320,000 | AID 2300;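 active = percent inhibition above the cutoff of mean plus 3 SD of all tested compounds, set per screening campaign, cut at about 20% in these data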;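 note: 0% = DMSO wells and 100% = biotin wells as full block of FRET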
# Target sequence (Q9Y5X4 whole entry, looked up): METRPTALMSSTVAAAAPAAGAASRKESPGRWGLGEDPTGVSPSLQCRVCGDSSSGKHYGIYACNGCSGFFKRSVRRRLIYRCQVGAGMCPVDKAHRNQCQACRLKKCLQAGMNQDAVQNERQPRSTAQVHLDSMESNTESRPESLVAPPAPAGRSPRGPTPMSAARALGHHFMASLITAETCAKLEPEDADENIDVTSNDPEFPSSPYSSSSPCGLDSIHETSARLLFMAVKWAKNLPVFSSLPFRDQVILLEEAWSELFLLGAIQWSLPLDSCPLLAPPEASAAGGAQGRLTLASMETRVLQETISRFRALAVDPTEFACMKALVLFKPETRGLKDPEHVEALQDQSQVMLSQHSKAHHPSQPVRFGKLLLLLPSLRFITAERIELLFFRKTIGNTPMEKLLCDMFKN
#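 Material: NR2E3–RetCOR corepressor complex | Quantity: 1.35 nM GST-tagged NR2E3 final | Schedule: 5 h at 4 °C | Replication: Singlicate compound wells | Reagent: RetCOR corepressor, biotinylated, 7 nM | Controls: Biotin wells as high control, 0.6% DMSO wells as low control | Signal: TR-FRET, Eu(K)-anti-GST donor, streptavidin-D2 acceptor, ex 340, em 617/671 nm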
# aDG glyco act = increases alpha dystroglycan glycosylation. Pro5-aDG cells, alpha-DG glycosylation AlphaScreen (IIH6); 0% Pro5, 100% B10-LARGE cell signal. activation, % at 10 µM. hit rate 0.22% among 360,000;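 active = activation of at least 8% versus controls, or a plate z-score of at least 8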;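 note: Pro5 are CHO cells carrying HIG-tagged alpha-DG that lacks glycosylation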
# NR2E3 ag-2 = activates human NR2E3 receptor | Q9Y5X4 | CHO-S Gal4-NCOR/VP16-NR2E3 two-hybrid, luciferase | inhibition of corepressor binding, % at 3.98 µM | hit rate 0.35% among 360,000 | AID 602229;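 active = inhibition above the mean of all tested compounds plus 3 SD, cut at about 70% in these data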;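 note: 0% = DMSO with NR2E3 transfected cells and 100% = cells lacking NR2E3 construct; higher means lower luciferase signal from less NR2E3 corepressor binding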
# Vif inh = blocks HIV Vif function | HEK293T cells, Vif self-association by quenched fluorescence, imaging, 24 h | inhibition, % at 7.49 µM | hit rate 0.35% among 340,000 | AID 602346; in the data active = inhibition above about 50%, passing the limit was not always enough; note: some results filed as inactive read as strong as hits
# Active calls of the source: *; / = no result given; & = joins results of further samples. An excerpt, so the mix of outcomes need not match the whole.
SMILES,PDI inh,hiPSC survival,Peg3 promoter,HIF-2a block,Exocytosis inh,CaV13 FRET inh,MITF TRPM1 inh,NR2E3 ag-1,aDG glyco act,NR2E3 ag-2,Vif inh
NCC(O)c1ccc(O)cc1 (stereo not given),-3,0.4,2,2,2,-4,2,-1,-0.3,-10,-5
Cn1c(O)c(C(c2ccncc2)c2c(O)n(C)c(=S)n(C)c2=O)c(=O)n(C)c1=S,-14,-0.2,-1,10,-3,/,-11,3,0.2,-4,0
CC1(C)CN2C(c3ccc(Cl)cc3)N2C1 (stereo not given),0,1.6,-7,-8,2,-5,-2,2,0.1,-2,10
COc1cccc(C2CCN(CC(=O)Nc3cc(Cl)ccc3OC)CC2O)c1 (stereo not given),5,0.1,9,10,-14,-3,4,3,0.0,-24,-10
COc1cc2nc(CN3CC=C(c4ccccc4)CC3)[nH]c(=O)c2cc1OC,-2,-0.9,102*,-210,1,-6,1,0,-0.2,90*,/
O=C(c1ccc2nc(-c3ccco3)c(-c3ccco3)nc2c1)N1CCC2(CC1)OCCO2,1,0.6,-1,7,-3,/,4,13,1.5,-21,6
O=C(O)CSC(=S)N1CC2CC(C1)c1cccc(=O)n1C2 (stereo not given),-2,3.3,4,19,-5,-2,/,2,0.4,14,3
c1ccc2c(c1)CSc1ccccc1C2C1=NCCN1 (stereo not given),-5,-1.1,16,5,0,-4,-12,-1,0.1,11,-7
COc1ccc(C(=O)OC2C[C@H]3CC[C@@H](C2)N3O)cc1OC (stereo not given in full),-22,0.4,17,17,-15,-3,7,0,-0.2,-5,4
CN(C)CCCN=Cc1c(O)n(CCc2ccccc2)c(=O)[nH]c1=O,-1,1.2,13,9,-3,-8,-7,2,0.1,-7,10
N[C@@H](Cc1ccc(N(CCCl)CCCl)cc1)C(=O)O,-5,-4.0,1,-5,-3,-5,-7,0,-0.1,-1,7
O=C(c1cc(-c2ccc(Cl)cc2)n(-c2ccc(Cl)cc2Cl)n1)N1CCOCC1,-6,11,25,31,2,/,-7,0,0.9,3,13
COc1cc2occc2c2oc(=O)ccc12,-20,0.2,-5,-5,-4,-10,2,3,0.2,-7,/
Cc1ccc(C)c(Cn2c(C(=O)O)c(C=O)c3ccccc32)c1,-2,-0.9,5,16,-2,-25,13,-1,-0.3,-16,-2
CN1CC(C(=O)c2ccc([N+](=O)[O-])cc2)C(c2ccc(Cl)cc2)C1 (stereo not given),-2,-0.9,-3,5,27,-3,14,-3,0.7,-18,20
CCC1(c2ccccc2)C(=O)NC(=O)NC1=O,0,-1.6,0,14,2,/,-1,/,0.1,-12,-8
CCN(CC)C(=O)c1ccc(NC(=O)c2cc(-n3cnnc3)ccc2Cl)cc1,-5,-1.5,5,19,2,-5,5,2,-0.1,-10,-6
CCCC[N+]12CCC(CC1)C(C(=O)c1cccs1)C2 (stereo not given),-2,2.1,4,12,1,/,4,-2,0.2,-12,7
Cc1ccccc1[N+](=O)[O-],/,-2.2,4,12,-2,/,14,-2,-0.1,-1,3
C[C@H](NC(=O)CCC(=O)N1C[C@H]2C[C@H](C1)c1cccc(=O)n1C2)c1ccccc1,/,0.3,17,2,-1,/,1,-3,0.3,15,-5
O=C1NC(=O)C(CCc2ccccn2)(Cc2ccc3c(c2)OCO3)C(=O)N1CCc1ccccc1 (stereo not given),-3,0.3,24,27,-1,-2,7,4,-0.1,-9,-15
CCCCOP(=O)(OCCCC)/C(C#N)=C(/C)O,-15,0.5,12,12,0,/,0,2,-0.5,20,2
Cc1ccc(C)c(NC(=S)NCCc2cnc[nH]2)c1,5,0.4,-3,15,4,-5,-3,-5,0.1,-2,4
CC(=O)NC1CC2CCCC(C1)N2 (stereo not given),7,0.6,14,-1,0,-4,1,-1,-0.1,5,-2
CC1(C)CN(S(=O)(=O)OCC(Cl)(Cl)Cl)C(=O)N1,-2,-0.2,-8,5,-6,-9,1,2,-0.3,-8,3
# (listing goes on)
SMILES,PDI inh,hiPSC survival,Peg3 promoter,HIF-2a block,Exocytosis inh,CaV13 FRET inh,MITF TRPM1 inh,NR2E3 ag-1,aDG glyco act,NR2E3 ag-2,Vif inh
COC(=O)C1=C(c2ccc(C(C)=O)cc2)C[C@@H]2CC[C@H]1N2C(=O)NC(C)C,-14,6.0,-1,6,21,-12,-8,6,-0.1,-40,0
COC1=C[C@@H]2C3=C([C@@H]2C1=O)[C@@H](NC(C)=O)CCc1cc(OC)c(OC)c(OC)c13,-3,-0.4,-6,-1,2,-4,0,3,0.2,-10,-1
COc1cc(C(=O)NC(=S)N2C[C@H]3C[C@H](C2)c2cccc(=O)n2C3)cc(OC)c1OC,/,-1.1,10,14,2,/,5,4,-0.2,-6,1
Cc1cccc(-n2c(/C=C/c3ccccn3)nc3ccccc3c2=O)c1,-4,-0.1,39,23,4,-4,20,3,0.2,1,10
CN1CCCN(C(=O)COc2ccc(Br)cc2)CC1,6,0.1,1,2,3,-6,8,-2,0.1,-16,4
CC(CC(C#N)(c1ccccc1)c1ccccc1)N1CCCCC1 (stereo not given),10,-2.4,-1,-4,-1,-11,-4,/,0.0,4,1
CCOc1ccc(-n2c(-c3ccoc3)nc3ccccc3c2=O)cc1,-1,-2.7,18,30,0,-9,-5,-1,-0.1,-14,-1
COC(=O)c1ccccc1N=Cc1c(O)[nH]c(=O)[nH]c1=O,-2,0.8,3,29,0,-3,-21,4,-0.2,1,8
O=C1N(CN2CCOCC2)c2ccccc2C1(O)c1c[nH]c2ccccc12 (stereo not given),-7,-1.1,10,6,4,-4,15,-1,-0.4,23,4
Cc1ccc2c(c1)C1CN(C)CCC1N2C(=O)Cn1nnc(-c2ccccc2F)n1 (stereo not given),/,-0.8,3,5,-2,-7,/,1,-0.1,15,/
Cn1nc(-c2ccc(OCC(=O)N3CCN(Cc4ccccc4)CC3)cc2)c2ccccc2c1=O,-7,1.1,37,10,-2,-8,10,-5&0,3.3,71*,-6
CCOP(=O)(Cc1cc(C(C)=O)c(C)o1)OCC,5,-0.7,4,12,-10,-16,5,1,0.1,-2,1
CCN1CCN(c2ccc([N+](=O)[O-])cc2C=C2C(=O)NC(=O)NC2=O)CC1,-3,-1.1,2,14,1,-3,-9,-1,-0.5,-24,10
COc1ccc2[nH]c(C)c(CCN3CCC(=O)C(C)C3C)c2c1 (stereo not given),/,-1.2,4,8,-3,-9,0,2,0.5,-20,-5
O=C(c1n[nH]c(=O)c2ccccc12)N1CCC2(CC1)OCCO2,1,0.1,11,4,1,6,-3,-1,0.3,-10,10
Cc1ccc2nc(-c3ccc(CN4CCC(n5c(=O)[nH]c6ccccc65)CC4)cc3)c(-c3ccccc3)nc2c1,/,0.8,/,-96,23,-6,/,/,-0.4,22,/
CCOc1cc2c(cc1OCC)-n1cccc1C(c1cc(C)c(OC)cc1C)NC2 (stereo not given),7,-0.4,9,12,12,-20,2,-1,0.2,2,-4
Cc1nc2ncnn2c(C)c1CCC(=O)N1CCC2(CC1)OCCO2,-1,2.1,5,7,2,-4,3,2,-0.3,19,9
CCOCC1(CCc2ccccc2)C(=O)NC(=S)NC1=O,-3,-2.1,7,4,18,-7,4,/,-0.2,4,1
COc1cccc(-c2nn(CCC#N)cc2C(=O)Nc2ccccc2Cl)c1,8,-0.3,26,14,-1,-2,-2,/,-0.1,-14,4
CC(C)(C)n1nnnc1C(c1cccs1)N1CCC2(CC1)C(=O)NCN2c1ccccc1 (stereo not given),/,-0.7,-5,13,-3,-6,/,/,-0.3,-1,-7
O=C1NCN(c2ccccc2)C12CCN(C(c1ccccc1OC(F)(F)F)c1nnnn1C1CCCC1)CC2 (stereo not given),/,-1.6,27,5,0,-9,/,/,0.1,16,5
COc1ccc(C(=O)N2CCC3(CC2)OCCO3)cc1,-5,1.0,3,13,-4,-2,-2,1,-0.1,-22,-3
N#CCCn1cc(C(=O)Nc2ccccc2Cl)c(-c2ccc([N+](=O)[O-])cc2)n1,5,1.9,10,20,-4,-1,-3,-1,0.0,-19,-5
COc1ccc(OC)c(-n2c(O)c(/C=C3\C(C)=Nc4ccccc43)c(=O)[nH]c2=O)c1,5,-0.8,22,26,16,-6,/,0,0.2,-3,-6
# Additional entries:
SMILES,PDI inh,hiPSC survival,Peg3 promoter,HIF-2a block,Exocytosis inh,CaV13 FRET inh,MITF TRPM1 inh,NR2E3 ag-1,aDG glyco act,NR2E3 ag-2,Vif inh
CCOP(=O)(Cc1cc(C(=O)CC)c(C)o1)OCC,-7,-0.5,8,9,-4,-3,/,2,-0.1,0,7
CN1C[C@H](CNC(=O)OCc2ccccc2)C[C@@H]2c3cccc4c3c(cn4C)C[C@H]21,3,1.2,13,-15,20,-5,-3,4,2.4,-5,-1
C[N+]12CCC(CC1)C(C(O)(c1cccc(Cl)c1)c1cccc(Cl)c1)C2 (stereo not given),-2,-0.5,14,23,-6,-5,2,-1,0.1,-4,-2
CNC(=S)N(C)CCc1cc2c(c(OC)c1C=C1C(=O)NC(=O)NC1=O)OCO2,0,1.1,4,8,26,-4,-3,2,-0.2,-7,5
Cc1sc2c(c1C)C(c1ccc(C(C)(C)C)cc1)=NCC(=O)N2CC(=O)Nc1nccs1,-1,3.5,11,16,2,-4,4,-1,0.5,1,-9
Nc1ccccc1C(=O)OC1CSC1,-6,0.8,3,10,-3,-10,-11,1,-0.1,-4,3
CCCN(CC#CCO)CCC,-9,-1.7,13,18,-6,/,2,1,-0.1,-10,/
CCOC(=O)[C@]12Cc3cc(C)ccc3[C@H]1N(Cc1ccccc1)C(=O)c1ccccc12,1,3.8,65*,17,-4,-13,-1,/,-0.4,17,-3
NCCc1nc2ccccc2s1,5,-0.5,12,10,-2,-8,3,-2,0.0,-44,-2
CCOc1ccc(N=Cc2c(O)n(C(C)(C)C)c(=O)[nH]c2=O)cc1,0,3.7,24,3,2,-4,-29,-2,0.1,10,4
CC[C@H]1CC2CN3CCc4c([nH]c5cc(OC)ccc45)[C@](C(=O)OC)(C2)[C@H]13,/,-1.2,18,27,-3,/,/,0,-0.2,7,3
[N-]=[N+]=CC(=O)OC[C@H](N)C(=O)O,-8,0.3,13,-2,0,-5,-3,-2,-0.2,-2,2
C=CCn1c(C)c(C=C2C(=O)NC(=O)NC2=O)c2ccccc21,5,0.2,12,19,3,-2,12,-2,0.0,-31,4
CC(=O)C1=C(C)OC(N)=C(C(=O)OC(C)C)C12C(=O)Nc1ccccc12 (stereo not given),9,-0.6,9,8,-5,-8,16,2,0.0,18,-8

# By substructure, those above containing a tert-butyl group
SMILES,PDI inh,hiPSC survival,Peg3 promoter,HIF-2a block,Exocytosis inh,CaV13 FRET inh,MITF TRPM1 inh,NR2E3 ag-1,aDG glyco act,NR2E3 ag-2,Vif inh
CC(C)(C)n1nnnc1C(c1cccs1)N1CCC2(CC1)C(=O)NCN2c1ccccc1 (stereo not given),/,-0.7,-5,13,-3,-6,/,/,-0.3,-1,-7
Cc1sc2c(c1C)C(c1ccc(C(C)(C)C)cc1)=NCC(=O)N2CC(=O)Nc1nccs1,-1,3.5,11,16,2,-4,4,-1,0.5,1,-9
CCOc1ccc(N=Cc2c(O)n(C(C)(C)C)c(=O)[nH]c2=O)cc1,0,3.7,24,3,2,-4,-29,-2,0.1,10,4
